SR-BI DiI-HDL act = activators of SR-BI mediated DiI-HDL uptake, primary screen, ldlA[mSR-BI] CHO cells, DiI fluorescence; 3 h; 100 = double the neutral-control signal; activation, % at 12.5 µM; hit rate 0.096% among 320,000; AID 504775, 2011;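 active means mean replicate activation of at least 60% and every replicate at or above 60%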;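 further: 0% = median plate neutral-control signal and 100% = twice that signal; values of inactives mirror those of a sister screen read the other way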
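Assay system: LDL receptor-deficient CHO ldlA cells overexpressing murine SR-BI / Medium: BSA-supplemented, HEPES-buffered Ham's F12, pH 7.4 / Probe or stimulus: DiI-labelled HDL at 10 µg/mL final / Timing: compound with DiI-HDL co-incubation, 3 h at 37 °C / Technique: bottom-read cell fluorescence after medium removal, ex 550/em 595 nm / Measure: HDL uptake via cellular fluorescence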
SR-BI HDL uptake = inhibitors of SR-BI mediated HDL lipid uptake, primary screen, ldlA[mSR-BI] cells, fluorescence, single point. Scavenger receptor class B member 1 (Mus musculus), Q61009. ldlA[mSR-BI] CHO cells, DiI-HDL uptake fluorescence, 3 h. inhibition, % at 12.5 µM. hit rate 0.96% among 320,000. AID 488896, 2010;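 active means mean replicate inhibition of at least 70% and a set share of replicates each scoring 70 or more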;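 further: 0% = median of neutral control wells and 100% = median of positive control wells; values of inactives mirror those of a sister screen read the other way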
Target sequence (Q61009 whole entry, looked up): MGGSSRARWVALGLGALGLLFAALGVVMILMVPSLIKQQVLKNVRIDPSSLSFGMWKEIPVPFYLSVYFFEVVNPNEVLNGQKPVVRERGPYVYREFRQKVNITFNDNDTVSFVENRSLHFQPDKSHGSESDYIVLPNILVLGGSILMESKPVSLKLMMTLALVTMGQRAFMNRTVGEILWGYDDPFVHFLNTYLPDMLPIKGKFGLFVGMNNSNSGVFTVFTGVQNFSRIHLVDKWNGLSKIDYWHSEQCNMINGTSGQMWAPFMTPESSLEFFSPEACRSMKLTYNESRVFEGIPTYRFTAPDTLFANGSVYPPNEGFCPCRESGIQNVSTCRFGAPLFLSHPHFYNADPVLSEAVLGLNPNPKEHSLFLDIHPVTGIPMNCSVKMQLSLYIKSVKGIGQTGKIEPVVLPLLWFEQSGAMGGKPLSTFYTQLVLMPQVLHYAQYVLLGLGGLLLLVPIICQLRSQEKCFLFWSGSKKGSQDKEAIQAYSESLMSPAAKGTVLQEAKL
Keap1 Nrf2 FP = Keap1-Nrf2 protein-protein interaction inhibitors, primary screen, biochemical, fluorescence polarization, single point; Kelch-like ECH-associated protein 1 (Homo sapiens), Q14145; hit rate 0.15% among 340,000; Keap1 Kelch-Nrf2 peptide fluorescence polarization, 1536-well; inhibition, % at 9.4 µM; in the data active means inhibition above about 12%;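 further: human Keap1 Kelch domain with fluorescein labeled Nrf2 9mer peptide probe; 0% = neutral control wells and 100% = peptide positive control; higher means more block of Keap1 binding to Nrf2 peptide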
PKA-R2B activ = activators of PKA-R2B holoenzyme, primary screen, biochemical, fluorescence polarization, Cy5-IP20, human. PKA-R2B holoenzyme dissociation; R2B truncated from residue 108, S112A mutant; 0% DMSO only, 100% 113 µM cGMP. activation, % at 11.4 µM. hit rate 0.079% among 340,000. AID 504700, 2011;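 active means activation above a cutoff set at the mean over all compounds plus 3 SD, cut at about 18% in these data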;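 further: higher means more holoenzyme dissociation and a rise in polarization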
Target sequence (P31323 whole entry, looked up, other chains not shown, the tested form may be a part): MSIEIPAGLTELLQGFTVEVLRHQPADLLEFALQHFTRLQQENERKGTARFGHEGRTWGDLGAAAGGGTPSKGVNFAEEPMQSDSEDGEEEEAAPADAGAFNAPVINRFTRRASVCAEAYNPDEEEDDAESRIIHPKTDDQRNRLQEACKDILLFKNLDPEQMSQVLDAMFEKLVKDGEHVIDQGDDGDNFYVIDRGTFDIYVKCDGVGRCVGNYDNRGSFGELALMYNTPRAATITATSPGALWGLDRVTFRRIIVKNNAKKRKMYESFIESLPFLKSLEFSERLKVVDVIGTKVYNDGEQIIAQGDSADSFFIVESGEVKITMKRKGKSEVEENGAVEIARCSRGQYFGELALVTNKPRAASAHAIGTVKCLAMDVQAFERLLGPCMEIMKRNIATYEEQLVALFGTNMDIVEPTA
Cardiac RTF inh = cardiac RTF calcium sensitivity inhibitors, primary screen, biochemical, IANBD-TnC fluorescence, EC70 calcium. inhibition, % at 7.15 µM. hit rate 0.12% among 340,000. AID 493244, 2011. IANBD-labeled cardiac RTF, Ca2+ fluorescence;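 active means inhibition above the mean inhibition of all tested compounds plus 3 SD, cut at about 17% in these data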;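 further: assay run at fixed EC70 calcium of 1.6 mM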
LANA DNA inh = inhibitors of KSHV C-LANA binding to DNA, primary screen, biochemical, fluorescence polarization, FAM-LBS DNA, MBP-C-LANA, single point; Kaposi's sarcoma herpesvirus LANA C-terminal domain (residues 932-1162) DNA binding; inhibition, % at 9 µM; hit rate 0.078% among 340,000; AID 504423, 2011;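 active means highest replicate inhibition at or above 60% at 9 µM, even if other replicates fall short; inactive means all replicates below 60% inhibition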;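 further: 0% = neutral control wells and 100% = 4 µM acridine orange control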
Arr AP2 block = inhibitors of beta-arrestin/AP2 binding, primary screen, biochemical, GPCR trafficking, flow cytometry; hit rate 0.31% among 340,000; FITC-arrestin peptide / GST-AP2 beads; AP2 beta2 appendage carries R879A mutation; beta-arrestin 1 C-terminal peptide binding to AP2 beta2-adaptin appendage (human); inhibition, % at 10 µM;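 active means inhibition above a set limit, near 3 SD of compounds lacking own fluorescence, cut at about 54% in these data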;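 further: plate controls were DMSO wells for no effect and 5 µM unlabelled arrestin peptide for full effect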
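Material – AP2 appendage R879A on GSH beads · Buffer or medium – PBS with 0.05% Tween 20 and 0.1% BSA · Probe or stimulus – fluorescein-tagged arrestin peptide at 50 nM final · Incubation – compound with beads 12 min RT, then probe 1 h RT · Detection – high-throughput flow cytometry of beads, ex 488, em 535 nm · Evaluation – percent response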
PvdQ acylase = P. aeruginosa PvdQ acylase inhibitors, primary screen, biochemical, fluorescence, plate reader and imaging, single point. purified PvdQ acylase. PvdQ acylase [Pseudomonas aeruginosa LESB58]. inhibition, % at 10 µM. hit rate 0.063% among 340,000. AID 488965, 2010; in the data active means inhibition above about 30%, passing the limit was not always enough;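 further: 0% = vehicle neutral wells and 100% = reference inhibitor wells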
NSD2 inh = NSD2 histone methyltransferase inhibitors, primary screen, biochemical, AlphaScreen, single concentration, set 2 | Histone-lysine N-methyltransferase NSD2 (Homo sapiens), O96028 | NSD2 peptide methylation, 120 min | inhibition, % at 12.5 µM | hit rate 0.54% among 310,000 | AID 743445, 2014; in the data active means inhibition above about 50%
DAGLB inh = DAGLB lipase inhibitors, primary screen, biochemical, fluorescence, HTS. HEK293T DAGLB membrane lysate, EnzChek fluorogenic substrate. inhibition, % at 5.17 µM. hit rate 0.059% among 340,000; in the data active means inhibition above about 34%;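 further: 0% = enzyme with vehicle and 100% = wells lacking enzyme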
Numbers without * were called inactive; / = not tested or not shown.

Order of results: Arr AP2 block	PKA-R2B activ	PvdQ acylase	Cardiac RTF inh	DAGLB inh	Keap1 Nrf2 FP	SR-BI DiI-HDL act	NSD2 inh	SR-BI HDL uptake	LANA DNA inh
> COc1cc(/C=C2\CCC(C3CCCC3)C2=O)cc(OC)c1OC (stereo not drawn)
    30	-2	10	-2	-5	-4	-4	-1	4	-0.2
> C/C(CC(=O)Nc1ccc(Cl)cc1Cl)=N\NC(=O)c1ccco1
    12	-6	-9	-11	0	0	-10	-5	10	-5.1
> Cc1ccc(S(=O)(=O)NN2C(=O)c3ccccc3NC2c2ccccn2)cc1 (stereo not drawn)
    13	-13	1	-7	0	4	15	1	-15	-0.5
> CCCCC(C(=O)OCC(=O)c1ccc(OC)cc1)N1C(=O)c2ccccc2C1=O (stereo not drawn)
    1	-4	-11	1	-11	1	30	/	-30	-0.7
> COc1ccc(C(=O)CCC(=O)N2CCN(c3ccc(C)cc3)C(C)C2)cc1 (stereo not drawn)
    -1	1	-6	-5	3	-3	-6	4	6	0.0
> COc1cc(C(=O)Nn2c(C)nc3ccccc3c2=O)cc(OC)c1OC
    3	-6	-27	0	-1	-2	26	-2	-26	0.3
> CCOC(=O)c1nn(-c2ccccc2C)c(=O)c2c(N)scc12
    -34	8	-6	-4	3	2	-28	-4	28	0.7
> S=C(NC1CCCCC1)N1CCN(C2CCCCC2)CC1
    2	-11	10	-1	1	-4	11	1	-11	0.4
> O=C(O)c1cc(NC(=O)c2cccc(N3C(=O)c4ccccc4C3=O)c2)cc(C(=O)O)c1
    20	-6	1	-2	0	0	10	3	-10	-1.3
> Cc1c(Cl)cnc(NC(=O)COC(=O)C(NC(=O)c2ccco2)C(C)C)c1Cl (stereo not drawn)
    -1	-2	-10	-1	2	-2	3	-1	-3	2.2
> FC(F)Oc1ccc(-n2cc(-c3ccccc3)[n+]3c2CCCCC3)cc1
    -12	-2	-11	-1	1	-1	21	-2	-21	1.7
> O=C(CC1(C(=O)O)CCCC1)N1CCOCC1
    -5	-6	-17	0	1	-5	34	0	-34	-1.0
> Cc1ccc(S(=O)(=O)C2C(=O)N(C)C3(C)CC2c2ccccc2O3)cc1 (stereo not drawn)
    -1	-10	-25	0	2	-3	-5	-3	5	0.4
> Cc1cc(NC(=O)COC(=O)C2CCC2)no1
    -4	5	-4	-25	4	-9	16	-3	-16	1.8
> Cc1ccc(-c2cc(C(=O)NCCCN3CCOCC3)c3ccccc3n2)cc1C
    -6	-4	-17	-13	0	-4	-44	0	44	-1.2
> CCCCCCOc1ccc(N2C(=O)CC(N3CCN(C(=O)c4ccco4)CC3)C2=O)cc1 (stereo not drawn)
    -1	-16	-2	1	0	0	-8	0	8	-0.5
> CCOC(=O)C1CCN(C(=O)C2CCN(C(=O)c3ccc([N+](=O)[O-])cc3)CC2)CC1
    -4	6	-2	-1	-1	4	0	-1	0	0.6
> Cc1ccccc1NS(=O)(=O)c1cc(C(N)=O)ccc1C
    27	-7	22	-6	1	-1	-10	-1	10	-2.2
> CC(C)(C)c1cc(N2CCOCC2)n2ncc(-c3ccccc3)c2n1
    27	-4	-2	-6	2	-5	-26	4	26	-9.7
> CCOc1cccc(C(=O)Nc2ccccc2OC(F)F)c1
    52	-12	3	0	-4	-3	-49	-4	49	1.0
> CCn1c(/C=C/c2ccccc2C)nc2ccccc2c1=O
    -21	-1	-6	-4	-5	-1	-23	1	23	-1.4
> CC(C)c1cccc(C(C)C)c1NC(=O)CN1CCCC1
    0	-2	-11	-10	-1	2	/	-7	/	0.0
> CCCc1cc(=O)[nH]c(Nc2ccc3c(c2)OCCO3)n1
    10	8	-9	-2	6	0	-9	-4	9	-0.8
> CC(NC(=O)COc1ccccc1)C(c1ccccc1)N1CCN(C)CC1 (stereo not drawn)
    2	2	-11	-13	-2	-5	-2	/	2	0.0
> CC(C)CCNC(=O)CCc1nnc(COc2ccccc2)o1
    14	-14	19	-5	-1	-4	5	0	-5	-0.2
> CCOC(=O)c1c(CCl)nc2ccccc2c1C
    1	9	1	0	0	4	1	-6	-1	1.0
> CCNc1nc(NC(C)(C)C)nc(N2CCCCC2)n1
    /	-11	-15	-13	-9	-1	12	3	-12	-1.2
> CCOC(=O)c1cnc2c(c(C)nn2CC)c1Cl
    -7	-8	-9	-2	-1	7	2	-2	-2	0.0
> CSCCC(=O)N1CCCC(CO)(CCCc2ccccc2)C1 (stereo not drawn)
    -15	-3	-17	-5	-2	1	1	4	-1	3.1
> O=C(Nc1nc(-c2ccccc2)cs1)c1ccccc1F
    28	3	-11	-11	-15	3	-11	-9	11	-2.0
> COCCNC(=O)NC(=O)CN1C(=O)NC(Cc2c[nH]c3ccccc23)C1=O (stereo not drawn)
    24	-1	-1	-3	2	1	8	-2	-8	0.5
> Nc1c(N(CCC2=CCCCC2)C(=O)COc2ccc(F)cc2Cl)c(=O)[nH]c(=O)n1Cc1ccccc1
    14	-5	-7	-4	4	-2	-29	3	29	0.5
> CC(=O)Nc1ccccc1OC(C)C(=O)N1CC(C)CC(C)C1 (stereo not drawn)
    17	-2	-7	-7	2	2	-26	2	26	-1.0
> CCn1nnc(NC(=O)Cc2ccc(Cl)cc2)n1
    3	3	-15	6	0	2	30	-3	-30	-2.1
> CCOC(=O)c1ccccc1NC(=O)COC(=O)CC1CCCCC1
    7	-17	-10	-4	-11	-1	14	-10	-14	0.2
> C/C(=N/NC(=O)c1ccc2nc[nH]c2c1)c1cccs1
    7	10	-4	12	0	0	27	/	-27	1.0
> O=C(C1CCN(S(=O)(=O)c2ccccc2)CC1)N(CCc1ccccc1)Cc1ccco1
    5	-13	-2	2	-4	-4	6	5	-6	-0.6
> CC(C)CCN1C(=O)c2ccc(C(=O)NCC3CCCO3)cc2C1=O (stereo not drawn)
    0	1	-2	-1	-2	-2	-1	-3	1	-0.2
> Cc1cccc(C)c1NC(=O)c1c(C)nn(-c2ccccc2)c1Cl
    -3	-15	-13	0	-2	-2	-5	1	5	1.6
> CCOC(=O)CNC(=O)CSc1nc(Cc2cccs2)nc2ccccc12
    5	2	-10	3	3	-9	22	2	-22	-1.3
> Cc1ccc(N2CCN(C(=O)N3CCCC3)CC2)cc1Cl
    -3	4	-6	-2	-3	4	-19	0	19	0.8
> O=C(Cn1cnc2ccccc2c1=O)NCCC(=O)N1CCN(Cc2ccccc2)CC1
    20	5	-5	-4	4	-2	11	-5	-11	-1.7
> C#CC(C)OC(=O)C(C)NC(=O)c1ccccc1 (stereo not drawn)
    -2	-11	-8	-10	-1	-6	-5	/	5	-2.3
> CCOc1ccc(NC(=O)CN2C(=O)NC(C)(c3ccc4c(c3)OCCCO4)C2=O)cc1OCC (stereo not drawn)
    48	-9	3	1	2	0	-50	13	50	-0.9
> O=C(O)C1CCCCN1C(=O)c1ccc(S(=O)(=O)N2CCCC2)cc1 (stereo not drawn)
    -12	-11	-7	-2	-1	1	19	-2	-19	0.7
> O=C(Cn1cc2c(n1)CCCC2)N1CCCC1
    3	9	-17	2	-2	0	-3	/	3	1.2
> CSc1nsc(SCc2cnc(C)nc2N)n1
    -3	-7	-6	5	-1	-1	5	-1	-5	-0.4
> CCn1ccnc1CN1CCc2c([nH]c3ccccc23)C1C1CCCCC1 (stereo not drawn)
    -7	8	-14	-19	0	-3	-1	-8	1	-3.1
> COC(=O)c1ccc(NC(=O)C[n+]2ccccc2)cc1
    -8	-2	-9	3	-1	-5	-19	-2	19	-0.8
> O=C(COc1ccccc1Cl)NNC(=O)c1cc(S(=O)(=O)N2CCOCC2)ccc1N1CCCC1
    3	-9	-8	-2	0	1	1	-1	-1	-2.1
> O=C(/C=C/Nc1ccc(F)c(Cl)c1)c1ccco1
    5	-1	-2	-6	0	1	-15	0	15	-1.0
> CN1CCN(S(=O)(=O)c2ccc(NC(=O)C3CCCO3)cc2)CC1 (stereo not drawn)
    -5	-20	-17	-6	-2	-1	-8	-1	8	1.1
> Cc1ccc(S(=O)(=O)Nc2ccc(C(=O)Nc3ccncc3)cc2)cc1
    -5	-13	-6	-16	2	-1	0	1	0	-0.1
> CN(C)S(=O)(=O)c1ccc(Cl)c(NC(=O)COc2ccccc2[N+](=O)[O-])c1
    23	-5	-3	9	0	0	-16	-1	16	-1.9
> S=c1[nH]nc(-c2ccco2)n1/N=C/c1ccc(Cl)cc1Cl
    -7	1	-2	-1	10	-6	5	8	-5	-0.8
> CC(/C=C/c1ccccc1)=N/NC(=O)c1nc2nc(C)cc(C)n2n1
    -12	3	2	-8	-4	0	-6	-18	6	0.7
> O=C(O)CC(CC(=O)Nc1ccc(F)c(Cl)c1)c1ccc(Cl)cc1Cl (stereo not drawn)
    -16	9	-6	2	-1	3	5	-4	-5	0.4
> CCOC(=O)N1CCN(CC(=O)c2ccc3c(c2)CCN3C(C)=O)CC1
    0	4	-7	-7	0	3	11	/	-11	-0.5
> O=C(O)c1cccc(Sc2ccc(Br)cc2C(=O)O)c1
    0	-4	4	5	0	-5	1	/	-1	-3.2
> O=C(NCCc1ccccc1)C1c2ccccc2C(=O)N1C1CC1 (stereo not drawn)
    8	-10	6	0	2	0	-2	5	2	5.5
> O=C(CN(Cc1ccccc1)C(=O)CCC(=O)Nc1nccs1)NCc1ccc(F)cc1
    -16	-4	-8	3	1	-1	/	3	/	-0.9

3 structures already listed, arranged by length of the SMILES, descending.
Order of results: Arr AP2 block	PKA-R2B activ	PvdQ acylase	Cardiac RTF inh	DAGLB inh	Keap1 Nrf2 FP	SR-BI DiI-HDL act	NSD2 inh	SR-BI HDL uptake	LANA DNA inh
> CCOC(=O)C1CCN(C(=O)C2CCN(C(=O)c3ccc([N+](=O)[O-])cc3)CC2)CC1
    -4	6	-2	-1	-1	4	0	-1	0	0.6
> O=C(O)c1cc(NC(=O)c2cccc(N3C(=O)c4ccccc4C3=O)c2)cc(C(=O)O)c1
    20	-6	1	-2	0	0	10	3	-10	-1.3
> CN1CCN(S(=O)(=O)c2ccc(NC(=O)C3CCCO3)cc2)CC1 (stereo not drawn)
    -5	-20	-17	-6	-2	-1	-8	-1	8	1.1

Screens from PubChem BioAssay.
